# High-throughput results from PubChem.
# Pf apPOL block – Pf-apPOL inhibitors, biochemical, fluorescence; Recombinant Pf-apPOL, molecular beacon fluorescence, 1.5 h; Plasmodium falciparum apicoplast DNA polymerase (apPOL); 210,000 tested, 0.25% active; inhibition, % at 10 µM
# mHTT CaM bind – mutant huntingtin-calmodulin interaction inhibitors – biochemical, AlphaScreen, primary screen; AlphaScreen His-mHTT/GST-CaM binding, luminescence; inhibition, % at 15 µM; 190,000 tested, 3.6% active; AID 1671202, 2021;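 further: 0% = both proteins with DMSO and 100% = one protein alone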
# Target sequence (P42858 whole entry, looked up, stated change not applied): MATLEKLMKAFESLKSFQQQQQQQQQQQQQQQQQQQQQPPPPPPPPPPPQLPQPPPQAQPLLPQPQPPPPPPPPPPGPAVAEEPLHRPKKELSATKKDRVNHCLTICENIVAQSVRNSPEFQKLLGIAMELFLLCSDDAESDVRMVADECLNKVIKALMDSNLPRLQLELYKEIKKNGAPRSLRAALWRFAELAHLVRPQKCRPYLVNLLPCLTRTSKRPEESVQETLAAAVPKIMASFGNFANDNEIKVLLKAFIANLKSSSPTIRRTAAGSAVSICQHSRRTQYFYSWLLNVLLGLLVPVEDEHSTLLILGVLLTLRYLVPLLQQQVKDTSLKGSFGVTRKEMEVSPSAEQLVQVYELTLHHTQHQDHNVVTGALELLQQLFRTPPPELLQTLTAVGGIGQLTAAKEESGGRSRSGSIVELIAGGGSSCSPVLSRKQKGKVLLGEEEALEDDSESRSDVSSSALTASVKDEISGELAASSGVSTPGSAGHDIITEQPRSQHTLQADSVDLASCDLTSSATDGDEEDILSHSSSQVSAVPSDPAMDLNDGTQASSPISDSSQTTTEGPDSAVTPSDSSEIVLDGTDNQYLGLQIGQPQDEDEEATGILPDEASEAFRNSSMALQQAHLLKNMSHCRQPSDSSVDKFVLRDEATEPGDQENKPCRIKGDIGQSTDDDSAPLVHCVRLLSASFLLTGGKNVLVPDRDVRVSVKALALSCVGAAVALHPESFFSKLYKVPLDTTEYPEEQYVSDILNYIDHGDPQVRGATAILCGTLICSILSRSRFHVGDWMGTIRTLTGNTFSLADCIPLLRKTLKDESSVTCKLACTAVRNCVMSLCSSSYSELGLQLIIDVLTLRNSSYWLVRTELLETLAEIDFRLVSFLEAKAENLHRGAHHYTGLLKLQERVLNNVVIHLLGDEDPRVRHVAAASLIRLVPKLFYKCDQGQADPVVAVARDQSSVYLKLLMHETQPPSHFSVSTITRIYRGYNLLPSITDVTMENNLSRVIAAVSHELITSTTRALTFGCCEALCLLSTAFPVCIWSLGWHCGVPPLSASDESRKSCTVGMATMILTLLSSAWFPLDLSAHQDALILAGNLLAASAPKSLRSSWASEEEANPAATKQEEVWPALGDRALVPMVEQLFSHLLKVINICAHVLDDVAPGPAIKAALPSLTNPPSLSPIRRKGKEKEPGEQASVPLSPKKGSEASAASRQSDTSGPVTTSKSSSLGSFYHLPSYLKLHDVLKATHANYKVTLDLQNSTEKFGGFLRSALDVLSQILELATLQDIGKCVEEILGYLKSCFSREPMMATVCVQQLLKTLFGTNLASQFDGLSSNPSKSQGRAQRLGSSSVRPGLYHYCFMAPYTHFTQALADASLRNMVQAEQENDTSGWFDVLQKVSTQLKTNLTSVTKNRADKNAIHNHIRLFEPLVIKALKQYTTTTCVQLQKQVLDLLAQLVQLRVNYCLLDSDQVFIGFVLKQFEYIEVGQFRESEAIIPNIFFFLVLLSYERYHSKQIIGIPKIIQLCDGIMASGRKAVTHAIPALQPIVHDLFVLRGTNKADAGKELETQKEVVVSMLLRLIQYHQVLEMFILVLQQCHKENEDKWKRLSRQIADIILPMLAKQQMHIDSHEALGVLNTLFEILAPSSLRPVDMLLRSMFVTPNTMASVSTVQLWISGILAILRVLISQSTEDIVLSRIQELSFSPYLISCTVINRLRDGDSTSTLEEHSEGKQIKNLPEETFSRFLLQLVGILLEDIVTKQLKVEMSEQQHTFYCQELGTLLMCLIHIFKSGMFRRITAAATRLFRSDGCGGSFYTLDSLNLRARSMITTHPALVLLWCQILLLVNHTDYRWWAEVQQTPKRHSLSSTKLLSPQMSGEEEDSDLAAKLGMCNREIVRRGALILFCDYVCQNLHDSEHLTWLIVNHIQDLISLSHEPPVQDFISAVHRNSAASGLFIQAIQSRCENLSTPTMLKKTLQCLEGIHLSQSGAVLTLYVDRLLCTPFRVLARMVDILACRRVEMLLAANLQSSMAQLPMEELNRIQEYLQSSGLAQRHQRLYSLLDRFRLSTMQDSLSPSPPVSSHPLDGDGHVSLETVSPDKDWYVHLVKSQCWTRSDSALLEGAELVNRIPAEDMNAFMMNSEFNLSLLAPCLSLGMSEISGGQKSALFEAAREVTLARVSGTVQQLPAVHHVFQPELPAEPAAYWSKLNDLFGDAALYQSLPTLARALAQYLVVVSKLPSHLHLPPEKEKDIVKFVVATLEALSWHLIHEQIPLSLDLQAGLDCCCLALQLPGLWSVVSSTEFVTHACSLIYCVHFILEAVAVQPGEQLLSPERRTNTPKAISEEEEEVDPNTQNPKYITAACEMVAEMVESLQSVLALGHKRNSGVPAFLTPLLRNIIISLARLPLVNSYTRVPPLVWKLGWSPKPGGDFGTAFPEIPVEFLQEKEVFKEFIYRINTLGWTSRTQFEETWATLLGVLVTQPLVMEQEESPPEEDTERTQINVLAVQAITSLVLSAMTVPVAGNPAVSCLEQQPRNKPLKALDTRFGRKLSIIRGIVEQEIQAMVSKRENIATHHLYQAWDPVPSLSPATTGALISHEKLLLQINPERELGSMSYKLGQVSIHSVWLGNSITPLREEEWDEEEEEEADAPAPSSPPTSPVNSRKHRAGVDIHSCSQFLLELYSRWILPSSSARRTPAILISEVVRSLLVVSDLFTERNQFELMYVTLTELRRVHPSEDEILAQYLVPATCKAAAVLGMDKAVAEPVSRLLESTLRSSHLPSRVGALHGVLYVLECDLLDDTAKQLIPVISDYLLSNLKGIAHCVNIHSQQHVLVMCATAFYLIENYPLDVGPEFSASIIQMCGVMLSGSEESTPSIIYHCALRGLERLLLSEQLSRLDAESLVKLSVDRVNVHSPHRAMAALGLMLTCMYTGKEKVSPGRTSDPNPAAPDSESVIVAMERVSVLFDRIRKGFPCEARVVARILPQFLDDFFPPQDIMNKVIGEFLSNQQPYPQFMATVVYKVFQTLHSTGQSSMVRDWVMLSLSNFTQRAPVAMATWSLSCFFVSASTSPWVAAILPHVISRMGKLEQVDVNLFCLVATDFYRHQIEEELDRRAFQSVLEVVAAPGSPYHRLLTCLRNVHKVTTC
# Active calls of the source: *; · = no result given; & = joins results of further samples. No stated cut-off is given here; in the data, active means inhibition above about 50%; inactive means the rest.
SMILES,Pf apPOL block,mHTT CaM bind
CCS(=O)(=O)N1CCN(C2CCCCCCC2)CC1,-2,-6
Cc1cc(NC(=O)C2CCCN(c3cnc4nccnc4c3)C2)ccc1F (centres undefined),9,15
Cc1cccc(C)c1OCc1cn(CC(=O)c2ccc(O)cc2)nn1,15,15
CN(CC(=O)Nc1cccc(Cl)c1)S(=O)(=O)c1ccc2[nH]c3c(c2c1)CCCC3,-1,55*
COc1cccc(C(=O)N2CCCC(C)(C(=O)NCc3ccc(C)cc3)C2)c1 (centres undefined),-1,14
Cc1ccc(-c2noc(CCC(=O)NCc3cccnc3)n2)cc1,2,-1
CN(C)N1C(=O)CC(Nc2ccc(F)cc2)C1=O (centres undefined),4,-4
Cc1ccc(OCCn2cc(C=C3C(=O)N(C)C(=O)N(C)C3=O)c3ccccc32)cc1C,-3,0
CC(C)CN(C(=O)COc1ccc(F)cc1)C1CCS(=O)(=O)C1 (centres undefined),2,-10
O=S(=O)(c1ccc(Br)cc1)N1CCC(CN2CCCCC2)CC1,-1,-3
O=C(CSc1nc2ccccc2[nH]1)Nc1ccccc1[N+](=O)[O-],-4,2
Cc1nc2c(C(=O)NCc3ccc(F)cc3)cnn2c(C)c1Cc1cccc(Cl)c1,-13,9
COc1ccc(C2=NOC(C(=O)Nc3ccc4c(c3)OCO4)C2)cc1 (centres undefined),0,9
CCc1nnc(NC(=O)CSc2nc(N)c(C#N)cc2C#N)s1,3,-2
CC(C)(C)OC(=O)NC(CSCc1ccccc1)C(N)=O (centres undefined),-5,·
Cc1noc(C)c1S(=O)(=O)N1CCC(CC(=O)NCCc2c[nH]c3ccccc23)CC1,-3,21
CC(=O)Nc1ccc(NC(=O)c2cn(C)c3ncccc23)cc1,2,-5
COc1ccc(OC)c(-c2ccc(=O)n(Cc3cc(C)ccc3C)n2)c1,-9,-20
O=C(Nc1ccccc1[N+](=O)[O-])c1ccc(Br)c(S(=O)(=O)Nc2ccccc2)c1,6,23
N#Cc1cnc2ccccc2c1N1CCC(C(=O)N2CCCCC2)CC1,0,-12
CCCNC(=O)c1cccc(C2CCCN(C(=O)Nc3ccccc3)C2)c1 (centres undefined),1,-7
CSc1nnc(SC)n1CCNC(=O)c1cccc(Cl)c1,-4,·
Cc1nc2c(C(=O)NCCC(C)C)cnn2c(C)c1Cc1ccccc1Cl,-12,13
O=[N+]([O-])c1cccc(CN2CCOCC2)c1,-18,-1
O=C1c2ccc([N+](=O)[O-])cc2C(=O)N1c1cccc(-c2nc3cc(Cl)ccc3c(=O)o2)c1,4,-4
CCN(C(=O)CCS(=O)(=O)c1ccc(Br)cc1)c1ccc2c(c1)OCO2,-2,5
CC(=O)N1CCc2ccccc2C1C(=O)NCC1CCCO1 (centres undefined),-3,-4
CC(C)(C)c1ccc(-c2nc(O)c(CC(=O)O)s2)cc1,14&24,·
CC(=NNC1=NCCN1Cc1ccccc1)c1ccc(Cl)cc1,-11,·
CCC(=O)N1CCc2sc(S(=O)(=O)Nc3cccc(C)c3C)cc2C1,-5,-1
CCc1ccc(OCCCC(=O)NC2CCCCC2)cc1,-6,-4
COc1ccc(CC(=O)N2CC(=O)Nc3ccc(F)cc3C2c2ccc(F)cc2)cc1OC (centres undefined),-4,11
CC(=O)C1=C(C)NC(SCC(=O)c2ccccc2)=C(C#N)C1c1ccc(Br)cc1 (centres undefined),-9,-24
Cc1cccc(OCC(=O)Nc2ccc(N3CCCC3)cc2)c1C,0,16
Cc1cc(C)nc(NC(=O)c2sc3ccccc3c2Cl)c1,-10,-5
CC(=O)c1cnn(-c2ccc(Cl)c(Cl)c2Cl)c1C,-5,·
CC(CCc1ccccc1)NS(=O)(=O)c1ccc([N+](=O)[O-])cc1 (centres undefined),-3,10
Cc1ccc(C(=O)N2CCC(COc3ccc(C(=O)N4CCCC4)cc3)CC2)cc1,6,6
CCN1CCN(c2ccc(NC(=O)c3ccccc3C(F)(F)F)cn2)C1=O,-2,4
CN(CCc1ccccn1)C(=O)c1ccccc1,-3,0
Cc1c(NC(=O)c2ccccc2F)cccc1[N+](=O)[O-],-2,-4
CC(C)(C)[C@H]1CCC(=O)N([C@H](CN=[N+]=[N-])Cc2ccccc2)CC1,-4,-5
Cc1cc(NS(=O)(=O)c2ccccc2)c(Br)c(C)c1O,2,0
CC(C)(C)n1nc2c(c1NC(=O)c1cccc(Cl)c1)CSC2,-7,39
CC(C)c1[nH]nc2c1C(c1ccc([N+](=O)[O-])cc1)C(C#N)=C(N)O2 (centres undefined),-3,5
C=CCn1c(SCC(=O)Nc2nc3ccccc3s2)nc(O)cc1=O,-8,16
Cc1oc2c(CN(C)C)c(O)ccc2c(=O)c1-c1ccc2c(c1)OCCO2,-2,-2
CC(=O)Nc1ccc(N2C(=O)CSC2c2ccc(F)cc2)cc1 (centres undefined),0,-3
CC(=O)N(C)c1ccc(NC(=O)c2ccc(Br)cc2)cc1,9,0
CC(=O)N1CCN(c2cc(Oc3cc(C)ccc3Cl)ncn2)CC1,-4,6
COc1ccc(/C=C2\SC(=O)N(c3ccccc3)C2=O)cc1,-3,-1
Cc1oc(-c2ccccc2Cl)cc1C(=O)Nc1ccc(S(N)(=O)=O)cc1,-6,8
N#Cc1c(N)nc(SCc2ccccc2)c(C#N)c1-c1cccs1,6,1
CS(=O)(=NC(=O)c1ccc2nnsc2c1)c1ccccc1 (centres undefined),1,·
O=C(NCCO)/C(=C1\Nc2ccc([N+](=O)[O-])cc2N1)[N+](=O)[O-],-4,15
Cc1ccccc1NC(=O)c1cc2cc(Cl)cc(Cl)c2oc1=N,-4,8
CCOC(=O)c1cnn(C(=O)c2cnn(-c3ccc([N+](=O)[O-])cc3)c2C(F)(F)F)c1N,6&5,·
CCOC(=O)c1sc(CN2CCN(c3cccc(Cl)c3)CC2)nc1C,-6,·
CCOC(CC(=O)NNC(=O)Nc1cccc(C(F)(F)F)c1)OCC,-9&10,·
Cc1ccc2c(c1)c1c3n2CCN(C2CCO2)C3CCC1 (centres undefined),·,25

# (next part)
SMILES,Pf apPOL block,mHTT CaM bind
CC(C)CC(=O)N1CCN(c2nc(-c3cccnc3)nc3ccccc23)CC1,-6,13
COc1cc2c(cc1OC)CN(S(=O)(=O)CCNC(=O)c1cc3ccccc3o1)CC2,-2,10
COC(=O)c1ccc(C(=O)OC)c(NC(=O)CSc2nnc3ccccn23)c1,-8,-6
O=c1nc2s/c(=C\c3ccc(F)cc3)c(=O)n2nc1Cc1ccccc1,2,-4
O=c1[nH]c2c(=O)[nH]c(=S)[nH]c2nc1C=C(O)c1ccccc1,90*,·
COc1cccc(C(CC(=O)NCc2ccccc2)NS(=O)(=O)c2ccc(F)cc2)c1OC (centres undefined),-8,3
O=C1NC(=O)/C(=C/c2ccc3c(c2)OCO3)S1,·,-2
O=C(NCC1CC1)C1CCC(c2ccc(F)cc2)N(C(=O)c2ccccc2)C1 (centres undefined),-8,13
COc1cccc(NC(=O)c2cn(-c3ccc(Cl)cc3)c(=O)c3ccccc23)c1,0,-8
COc1ccccc1CNC(=O)c1ccc(N(C)S(=O)(=O)c2ccccc2)cc1,7,-2
CCNC(=O)N1CCCC(c2cccc(C(=O)NCc3ccc(C)c(C)c3)c2)C1 (centres undefined),-4,27
Cc1ccn2cc(-c3ccc(S(=O)(=O)N(C)C)cc3)nc2c1,-2,4
Cc1ccnc2c(NCN3C(=O)C4C5C=CC(C5)C4C3=O)cccc12 (centres undefined),4,4
O=C(NCc1c(F)cc(F)cc1F)C1C2C=CC3(CN(Cc4cccs4)C(=O)C13)O2 (centres undefined),-3,-1
COc1ccc(N2CCN(C(=O)c3cn4cc(C)ccc4n3)CC2)cc1,-2,5
O=C(NNC1=Nc2ccccc2SC1)c1ccc(F)cc1,-12,·
COc1cc(C(=O)Nc2nnc(CC(C)(C)C)s2)cc(OC)c1OC,-6,10
COc1cccc(CNC(=O)C2CC(=O)N(c3cccc(NC(C)=O)c3)C2)c1 (centres undefined),-2,-5
COC(=O)c1ccc2c(=O)n(CCc3ccccc3)c(N3CCSCC3)nc2c1,-1,-34
O=C(Nc1nc2c(s1)CN(C(=O)c1cc(-c3cccs3)[nH]n1)CC2)C1CC1,4,21
Cc1ccc(CSC2=NCCN2C(=O)c2ccccc2Br)cc1,-5,-29
O=C(Nc1ccc(Cl)cc1Cl)c1cnn2c1NC(c1ccco1)CC2C(F)(F)F (centres undefined),1,5
NC(=O)c1ccc(-c2ccnc(-c3ccc(Br)s3)n2)cc1,3,·
O=C1CC(c2ccccc2)Sc2nc(-c3ccc([N+](=O)[O-])cc3)nn21 (centres undefined),-4&-14,7&3
CC(=O)C[C@H]1c2cc(C(F)(F)F)ccc2S(=O)(=O)N1C1CCCCC1,2,-14
O=S(=O)(c1cccc2cccnc12)N1CCCn2nc(-c3cccnc3)cc2C1,-3,3
O=C(NCc1ccc(F)cc1)C1CCN(C(=O)c2cc3ccsc3[nH]2)CC1,1,-11
Cc1cc2nc(C(=O)NC(C)C)c(=O)n(C)c2cc1C,-3,0
Cc1cccc(C2=NC3(CCN(CC(=O)Nc4cc(F)ccc4F)CC3)NC2=O)c1,2,-4
Cc1cc(NC(=O)CSc2nc3c(c(=O)n2C)SC(C)C3)no1 (centres undefined),-4,8

# Two of these compounds, set out differently:
SMILES: COc1cc(C(=O)Nc2nnc(CC(C)(C)C)s2)cc(OC)c1OC
  Pf apPOL block = -6
  mHTT CaM bind = 10
SMILES: O=C(Nc1ccc(Cl)cc1Cl)c1cnn2c1NC(c1ccco1)CC2C(F)(F)F (centres undefined)
  Pf apPOL block = 1
  mHTT CaM bind = 5

# (next part)
SMILES,Pf apPOL block,mHTT CaM bind
Cc1ccc(NC(=O)N2CCCC2c2cc(C(C)C)on2)cc1 (centres undefined),-2,-4
O=C(O)CCCCC(=O)Nc1ccc(Br)cn1,-3,1
CCNC(=O)c1ccc(-c2csc(CC)n2)cc1,-4,-9
O=C(NCc1cccnc1)C(=O)Nc1cc2c3c(c1)CCN3C(=O)CC2,-3,-13
CC(C)(C)c1ccc(C(=O)N2CCC(c3cc(N)on3)CC2)cc1,2,-12
Cc1ccc(C2CC(=O)Oc3cc(C)c(Cl)c(C)c32)cc1 (centres undefined),-7,-19
O=C(NCCSCc1ccc(Cl)cc1)c1ccc(Cl)cc1,2&-5,·
Cc1ccc(N=Cc2nc(-c3ccc(Br)cc3)oc2O)c(Br)c1,0,-4
Cc1cc(=O)n2ccc(CN3CCCCC3)c(O)c2n1,1,92*
CC12C=CC(C)(O1)C1C(=O)N(c3cc(C(F)(F)F)ccc3Cl)C(=O)C12 (centres undefined),-1,-2
Cc1noc(C)c1CCC(=O)N1CCC(Nc2cccnc2)C1 (centres undefined),-2,-3
O=C(Nc1c[nH]c(=O)[nH]c1=O)c1ccc(Cl)c(Cl)c1,-8,-6
C/C=C/COc1nc2c(c(=O)n(C)c(=O)n2C)n1C,1,-7
O=[N+]([O-])c1ccc(Cn2c(C(O)c3ccccc3)nc3ccccc32)cc1 (centres undefined),-14,18
O=C(Nc1ccccc1)C1CCN(c2cn[nH]c(=O)c2)CC1,2,3
CCN1C(=O)CCc2cc(NC(=O)c3ccnn3C)ccc21,-4,1
O=S(=O)(NCc1ccc(F)cc1)c1ccc(N2CCCCS2(=O)=O)cc1,1,0
c1ccc(-c2noc(C3CCN(Cc4ccoc4)C3)n2)cc1 (centres undefined),0,27
CCC(C)c1ccc(NC(=O)C2C3C=CC(C3)C2C(=O)O)cc1 (centres undefined),-4,-6
O=S(=O)(Nc1cccn2cnnc12)c1ccccc1C(F)(F)F,-1,-5
O=C(CCCn1c(=O)c2sccc2n(Cc2ccccc2F)c1=O)NCc1ccco1,-2,2
CCCN1CCN(C(=O)c2cccc(C3CCCN(C(=O)NCC)C3)c2)CC1 (centres undefined),-15,11
COc1ccc(N=Cc2cn(-c3ccccc3)nc2-c2cccs2)cc1,1,-7
O=C(NCC1COC2(CCCC2)O1)c1ccccc1[N+](=O)[O-] (centres undefined),-2,-3
O=C(CC1CCN(S(=O)(=O)c2ccc(Cl)s2)CC1)NC1CCCCC1,3,-3
CC1(C)CC(C(N)=O)C(C)(C)N1 (centres undefined),-4,·
COc1ccc(OC)c(/C=C2/N=C(c3ccc(F)cc3)OC2=O)c1,0,18
O=C1C(=O)N(CN2CCN(Cc3ccc4c(c3)OCO4)CC2)c2ccccc21,-2&4,7&-1
Cn1nccc1C(=O)Nc1ccc(Cl)cc1Cl,-8,-11
O=C(c1ccco1)N1CCC2(C1)Nc1cccnc1NC2=NCc1ccccc1 (centres undefined),-1,10

# In the list so far, these have a nitro group on carbon.
SMILES,Pf apPOL block,mHTT CaM bind
O=C(CSc1nc2ccccc2[nH]1)Nc1ccccc1[N+](=O)[O-],-4,2
O=C(Nc1ccccc1[N+](=O)[O-])c1ccc(Br)c(S(=O)(=O)Nc2ccccc2)c1,6,23
O=[N+]([O-])c1cccc(CN2CCOCC2)c1,-18,-1
O=C1c2ccc([N+](=O)[O-])cc2C(=O)N1c1cccc(-c2nc3cc(Cl)ccc3c(=O)o2)c1,4,-4
CC(CCc1ccccc1)NS(=O)(=O)c1ccc([N+](=O)[O-])cc1 (centres undefined),-3,10
Cc1c(NC(=O)c2ccccc2F)cccc1[N+](=O)[O-],-2,-4
CC(C)c1[nH]nc2c1C(c1ccc([N+](=O)[O-])cc1)C(C#N)=C(N)O2 (centres undefined),-3,5
O=C(NCCO)/C(=C1\Nc2ccc([N+](=O)[O-])cc2N1)[N+](=O)[O-],-4,15
CCOC(=O)c1cnn(C(=O)c2cnn(-c3ccc([N+](=O)[O-])cc3)c2C(F)(F)F)c1N,6&5,·
O=C1CC(c2ccccc2)Sc2nc(-c3ccc([N+](=O)[O-])cc3)nn21 (centres undefined),-4&-14,7&3
O=[N+]([O-])c1ccc(Cn2c(C(O)c3ccccc3)nc3ccccc32)cc1 (centres undefined),-14,18
O=C(NCC1COC2(CCCC2)O1)c1ccccc1[N+](=O)[O-] (centres undefined),-2,-3

# Next part.
SMILES,Pf apPOL block,mHTT CaM bind
Cc1ccccc1OCCOc1cccc(C=O)c1,-3,-76
O=C(NC1=NCCS1)c1cc(-c2ccc3c(c2)OCO3)nc2ccccc12,-18,1
CCc1nnc(NC(=O)c2ccoc2C)s1,-1,0
CCOc1ccc(NC(=O)N2CCC3(CC2)NC(=O)c2ccccc2N3CC)cc1,-8,-4
CCc1[nH]nc2c1C1(CCOC1C)C(C#N)=C(N)O2 (centres undefined),·,-5
